aSyn rescue: inhibitors of alpha-synuclein toxicity in yeast; Potency, µM (doses to about 46.1 µM), inactives show at the top dose growth rescue (activation), hits mostly activators; AID 652106; Yeast expressing alpha-synuclein, growth rescue, BacTiter-Glo, 24 h; hit rate 0.14% among 370,000; also: potency is read from the fitted curve at half-maximal effect; % of control where 0% means no effect; nearly all actives have a fitted effect of over 65% in size
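Screening used galactose-induced yeast with toxic alpha-synuclein levels, exposed to compound for 24 hr at 30 deg C. Cell growth, read with BacTiter-Glo luminescence, gave the measured signal.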
PTHR1 ag: activates the human parathyroid hormone receptor PTHR1; Q03431; HEK293 GP2 PTHR1 cells, GloSensor cAMP luminescence, 1 h; Potency, µM (highest dose often 115 µM), without a hit: top-dose activation, actives largely listed as activators; hit rate 0.075% among 410,000; AID 743266; also: potency is read from the fitted curve at half-maximal effect; nearly all actives have a fitted effect of over 55% in size; some results filed as inactive show a strong effect at the top dose; inactives centre near -15; many of its hits are not listed in these tables
Target sequence (Q03431 whole entry, looked up): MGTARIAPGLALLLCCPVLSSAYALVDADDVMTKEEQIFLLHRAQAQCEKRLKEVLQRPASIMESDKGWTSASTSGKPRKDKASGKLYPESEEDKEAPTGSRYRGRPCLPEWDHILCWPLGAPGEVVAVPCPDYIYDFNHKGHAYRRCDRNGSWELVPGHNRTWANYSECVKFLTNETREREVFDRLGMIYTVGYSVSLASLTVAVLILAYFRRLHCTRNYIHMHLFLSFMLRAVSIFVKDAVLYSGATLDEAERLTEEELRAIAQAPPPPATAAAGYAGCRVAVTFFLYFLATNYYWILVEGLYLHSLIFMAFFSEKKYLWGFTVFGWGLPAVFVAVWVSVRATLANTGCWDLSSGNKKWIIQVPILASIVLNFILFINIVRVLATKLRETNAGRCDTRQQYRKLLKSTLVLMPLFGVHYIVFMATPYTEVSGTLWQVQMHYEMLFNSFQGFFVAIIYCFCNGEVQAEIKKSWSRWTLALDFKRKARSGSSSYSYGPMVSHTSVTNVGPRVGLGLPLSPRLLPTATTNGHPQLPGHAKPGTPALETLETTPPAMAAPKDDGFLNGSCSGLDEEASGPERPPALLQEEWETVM
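HEK-293-derived GP2 cells expressing PTHR1 and a GloSensor cAMP reporter, 3,000/well, plated overnight, given luciferin plus IBMX (each 0.5 mM as added) for 1 h at 37 °C, then compound for 1 h at 37 °C. Luminescence was read after 15 min at room temperature.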
Akt phos inh: inhibitors of Akt phosphorylation. Neuro2A IGF-stimulated pAkt S473 HTRF, 20 min; hits give low values. activity change, % for hits at 50 µM. hit rate 0.32% among 360,000. AID 651550; in the data active = activity change below about -80%; inconclusive = mostly about -51% to -80%; also: % is scaled to controls: 0 for no effect and ±100 for the full control effect
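Neuro2A cells (4,500/well, DMEM with 0.5% FBS) were treated with compound at a single 50 µM final concentration, stimulated with 6 nM IGF for 20 min at 37 °C, and lysed. Phospho-Akt Ser473 was read by HTRF as 665/615 ratio ×10^4.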
FUS yeast rescue: suppressors of FUS proteinopathy in yeast | S. cerevisiae FUS-expressing, growth rescue, OD600, 24 h | Potency, µM (highest dose often 76.6 µM), for the others: top-dose growth rescue (activation), most hits filed as activators | hit rate 0.24% among 390,000;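 also: potency is read from the fitted curve at half-maximal effect; plate controls were DMSO vehicle for no effect and reference control for full effect; nearly all actives have a fitted effect of over 55% in size; some results filed as inactive show a strong effect at the top dose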
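FUS-expressing yeast, raffinose-pregrown, induced in 2% galactose minimal medium at OD 0.005; compounds in a dilution series, 24hr at 30C. Growth restoration read as absorbance at 600 nm. CP55940 positive control, DMSO negative.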
GLP1R cytotox: cytotoxicity counter-screen for GLP-1 receptor inverse agonists. HEK293 cAMP-luciferase reporter cells, luminescence, 24 h. Potency, µM (doses to about 38.3 µM), without a hit: at the top dose activity change, negative = inhibition, hits mostly inhibitors. hit rate 0.13% among 410,000. AID 624418;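 also: loss of luciferase light is scored as toxicity; potency is read from the fitted curve at half-maximal effect; % is scaled to controls: 0 for no effect and ±100 for the full control effect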
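Cells in DMEM/10% Nu serum/1% pen-strep, 1536-well format. Pre-incubated 12 h, dosed with 23 nL compound, incubated a further 24 h. Luciferase detection, 12 min at room temp, luminescence.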
MmCpn inh: inhibitors of Methanococcus maripaludis chaperonin (MmCpn). Potency, µM (doses to about 76.9 µM), for inactives: at the top dose activity, negative = inhibition, hits mostly inhibitors. hit rate 0.031% among 330,000. purified Mm-Cpn ATPase, ADP Transcreener TR-FRET; also: potency is read from the fitted curve at half-maximal effect; % is scaled to controls: 0 for no effect and ±100 for the full control effect; nearly all actives have a fitted effect of over 80% in size
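Compound-treated chaperonin, 25 nM final, turns over 10 uM ATP at 37°C for 30 min following a 10 min preincubation; ADP generated competes with ADP-d2 for Eu-cryptate antibody, lowering FRET.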
TDP43 rescue: rescues yeast growth from TDP-43 toxicity; TDP-43 expressing yeast growth rescue, BacTiter-Glo, 24 h; Potency, µM (highest dose often 46.1 µM), inactives show at the top dose growth rescue (activation), usual class: activators; hit rate 1.8% among 410,000; also: potency is read from the fitted curve at half-maximal effect; % of control where 0% means no effect; nearly all actives have a fitted effect of over 50% in size
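In this qHTS, compounds that restore growth of yeast expressing TDP-43 appear as activators. Cells (OD600=0.02, galactose medium, raffinose-pregrown) are incubated with compound 24 hr at 30 deg C and growth is quantified by BacTiter-Glo.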
GLP1R inv ag: GLP-1 receptor (human) inverse agonism. HEK293 GLP-1R CRE-luciferase, luminescence, 24 h; GLP-1R form is constitutively active. Potency, µM (top dose mostly 38.3 µM), for inactives: at the highest dose activity change, negative = inhibition, actives largely listed as inhibitors. hit rate 1.6% among 410,000; also: potency is read from the fitted curve at half-maximal effect; % is scaled to controls: 0 for no effect and ±100 for the full control effect; nearly all actives have a fitted effect of over 55% in size
Target sequence (P43220 whole entry, looked up): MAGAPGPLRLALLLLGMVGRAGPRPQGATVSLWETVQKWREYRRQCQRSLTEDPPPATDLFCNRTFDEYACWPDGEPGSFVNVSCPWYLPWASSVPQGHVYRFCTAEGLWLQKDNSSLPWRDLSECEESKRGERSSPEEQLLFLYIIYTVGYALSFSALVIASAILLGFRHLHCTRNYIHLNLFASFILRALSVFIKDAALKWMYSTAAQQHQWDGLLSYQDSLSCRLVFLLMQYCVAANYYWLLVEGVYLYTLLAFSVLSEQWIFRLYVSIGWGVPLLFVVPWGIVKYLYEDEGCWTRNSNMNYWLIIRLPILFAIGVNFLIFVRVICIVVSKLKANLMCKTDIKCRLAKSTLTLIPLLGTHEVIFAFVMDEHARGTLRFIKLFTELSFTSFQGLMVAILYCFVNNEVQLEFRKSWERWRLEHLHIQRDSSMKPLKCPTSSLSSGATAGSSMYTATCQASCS
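Assay principle: reduced luminescence from a cAMP-responsive reporter in HEK293 cells co-expressing a constitutively active GLP-1R. Conditions: 24 hr compound incubation, 37 deg C, 5% CO2.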
Abeta rescue: A-beta toxicity reversal in yeast; AID 1347071; hit rate 0.063% among 410,000; Potency, µM (series often up to 46.1 µM), inactives show at the top dose growth rescue, actives largely listed as activators; yeast expressing A-beta42, growth rescue, OD600, 48 h; response scale: 0% DMSO, 100% iron-clioquinol control; also: potency is read from the fitted curve at half-maximal effect; nearly all actives have a fitted effect of over 55% in size
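Yeast growth medium received pinned compounds, then yeast cells expressing toxic A-beta were added; plates incubated at 30 C for 48 hr. Growth read as absorbance at 600 nm, normalized to DMSO and equimolar FeCl3 plus clioquinol controls.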
Numbers without * were called inactive; i = inactive; ? = inconclusive; · = no result given; [ ] = another dose, or the depositor's remark. Unless noted, calls follow the shape of the dose curve; as a rule, active = well fitted curve in the direction sought with a large enough effect; inconclusive = small, poorly fitted or top-dose-only effect, or another doubt; inactive = no such curve, though single readings can be large; an effect the other way counts as inactive or inconclusive. Not all compounds are listed; rates above refer to the full screens.

Compound	MmCpn inh	GLP1R cytotox	aSyn rescue	GLP1R inv ag	Akt phos inh	FUS yeast rescue	TDP43 rescue	PTHR1 ag	Abeta rescue
O=C(Nc1ccccc1)c1ccc(S(=O)(=O)N(CCO)CCO)cc1	-1%	4%	5%	16%	i	-47%	0%	-10%	2%[9.22 µM]
Cc1ccccc1NS(=O)(=O)c1ccc(NS(=O)(=O)c2cccs2)cc1	1%	-4%	6%	-15%	i	8%	-4%	-8%	8%
O=C(Nc1nc(-c2cc(Cl)sc2Cl)cs1)c1ccc(Br)s1	-1%	12%	1%	4%	i	26%	3%	-33%	5%
O=c1oc2ccccc2n1CCCCCn1c(=O)oc2ccccc21	0%	20%	11%	-29%	i	14%	-3%	i	-20%
COC(=O)c1cccc(NC(=O)CSc2nnc(COc3ccc(C#N)cc3)n2-c2ccccc2)c1	-1%	7%	-5%	-8%	i	0%	-9%	-43%[57.5 µM]	13%
CC1(C)CCC(=NNC(N)=S)CC1	·	-30%	1%	?	i	·	-16%	?	-11%
CC(C)Cn1c(-c2ccccc2)nc(=S)c2c1CCCC2	-2%	-1%	0%	-13%	i	18%	-5%	i	0%
COC(=O)c1ccc(C(=S)N2CCCCC2)cc1	-2%	5%	12%	0%	i	12%	·	8%	13%
CC1CCCCN1C(=O)COc1ccc2ccc(=O)oc2c1 (configuration not stated)	1%	12%	0%	1%	i	14%	-13%	-8%	-17%
Nc1ccc(Cc2nc3cc4ccccc4cc3[nH]2)cc1	-1%	8%	-1%	-2%	i	24%	-25%	i	2%
CCNC(=O)c1ccc(CSc2nc3ccccc3s2)cc1	0%	1%	8%	?	i	15%	14µM*	-47%[inhibitor]	13%
O=C1Nc2ccccc2C1=Nc1ccc(F)cc1	1%	-7%	-4%	1%	i	-39%	-3%	i	-14%
COc1ccc(CC(=O)NCCCCc2ccccc2)cc1OC	·	-1%	10%	7%	i	-10%	16%	0%	7%
COc1ccccc1NS(=O)(=O)c1ccc(C)c(NS(=O)(=O)c2cc(C(=O)O)cc(C)c2C)c1	1%	-4%	3%	23%	i	15%	22%	i	2%
COc1ccc(CN2CCNC(=O)C2CC(=O)N(C)CC2CCOCC2)cc1OC (configuration not stated)	0%	3%	0%	2%	i	-11%	12%	i	2%
CCCc1ccc(OCC(=O)Nc2sc(C(=O)OCC)c(C)c2C(=O)OCC)cc1	·	0%	·	5%	·	-2%	6%	-5%	-9%
COc1ccc(S(=O)(=O)N2CCOC2CNC(=O)C(=O)NCC(C)C)cc1 (configuration not stated)	-8%	18%	0%	1%	i	·	21%	i	11%
O=c1c([N+](=O)[O-])c(NCCN2CCCCCC2)c2ccccc2n1-c1ccccc1	3%	-14%	0%	?	i	38%	-1%	-7%	0%
COc1ccc(OC(=O)c2cccnc2)cc1	0%	-3%	0%	7%	i	-4%	12%	i	2%
Cc1ccc(Cl)cc1N1CCN(S(=O)(=O)c2c(C)noc2C)CC1	1%	7%	-5%	?	i	5%	12%	-5%	20%
O=C1N/C(=N/O)S/C1=C/c1cccc([N+](=O)[O-])c1	1%	7%	-2%	7%	i	-5%	-20%	i	-13%
COc1cccc(CNC(=O)Cn2cc([N+](=O)[O-])cn2)c1	-2%	-1%	-6%	-8%	i	-3%	7%	-6%	-7%
O=C(Nc1ccccc1OC(F)F)c1ccccc1	1%	14%	6%	5%	i	5%	1%	i	-4%
C=CCNc1nc(N)c(C(=O)c2ccc3c(c2)OCO3)s1	-4%	-16%	3%	?	i	6%	-6%	i	33%
Cc1ccc(-c2cccc(CN3CCN(C4CCN(C(C)C)CC4)C(CCO)C3)c2)o1 (configuration not stated)	0%	?	-5%	?	i	2%	-11%	-19%	-14%
CC(C)(C)C(=O)COC(=O)c1cc(-c2ccncc2)nc2ccccc12	0%	-1%	6%	-33%	i	19%	-14%	-27%	-11%
O=C(NCCNC(=O)c1ccco1)c1ccc(Cl)c(Cl)c1	1%	-5%	-3%	57%[activator]	i	18%	-6%	i	2%
COc1ccc(F)cc1S(=O)(=O)N1CCN(Cc2ccc3c(c2)OCO3)CC1	1%	-16%	3%	-24%	i	-27%	7%	-33%[inhibitor]	7%[9.22 µM]
CCN(CC)c1ccc(CNc2ccc(Br)cn2)cc1	-2%	-9%	1%	?	i	5%	1%	i	6%
COc1cc(C(=O)Cc2nc3ccccc3n2C)cc(OC)c1OC	0%	2%	-5%	0%	i	22%	-28%	-20%	-18%
CCc1noc(C)c1C(=O)OCC(=O)Nc1c(F)cccc1F	2%	-5%	-10%	1%	i	-1%	-6%	i	3%
COc1ccc(C2C(C(=O)N3CCN(c4ccccn4)CC3)CC(=O)N2c2ccc(OC)cc2)cc1 (configuration not stated)	-1%	-19%	5%	?	i	-11%	-2%	i	9%
CCCCCCCn1c(=N)n(CC(=O)c2ccco2)c2ccccc21	0%	?	1%	?	i	29%	-2%	-13%[57.5 µM]	20%
C/C(=C\C(=O)Nc1cc(C)on1)c1ccccc1	2%	-13%	-16%	4%	·	13%	15%	i	-11%
COc1ccc(NC(=O)CCC(=O)N/N=C/c2ccncc2)cc1	-1%	1%	3%	15%	i	-7%	10%	-55%[inhibitor]	6%
COc1cccc2cc(CC(=O)c3ccc(C)cc3C)c(=O)oc12	-2%	-1%	1%	?	i	-3%	26%	-21%	-16%
Cc1occc1C(=O)N1CCCc2ccccc21	-1%	-15%	-4%	-16%	i	12%	2%	-17%[57.5 µM]	-2%
CCOC(=O)c1c(CC(C)C)csc1/N=C/C1C(=O)CCCC1=O	0%	?	10%	?	i	43%	?	-19%	15%
CCc1nc(SCC(=O)O)c(C#N)cc1C	-8%	7%	1%	2%	i	-21%	-9%	-11%[57.5 µM]	8%
O=C(Cc1ccccc1)NCC(=O)Nc1cccc(Br)c1	-1%	-7%	5%	-12%	i	18%	10%	-6%	-2%
Cn1c(SCC(=O)NCCC2=CCCCC2)nnc1C(F)(F)F	·	-2%	-5%	-2%	i	-16%	12%	i	5%
Cc1cc(C)n(C(C)CC(=O)Nc2cccc(C#N)c2)n1 (configuration not stated)	·	10%	·	-2%	·	-13%	9%	-27%	-5%
C=CCn1c(SCC(=O)c2ccc(NS(=O)(=O)c3ccccc3)cc2)nnc1-c1cccs1	1%	-3%	2%	1%	i	29%	-8%	i	1%
CCc1n[nH]c2c1/C(=N\O)CC(c1ccccc1)C2 (configuration not stated)	-2%	-17%	-6%	1%	i	-2%	-5%	-4%	-4%
O=C(CN1C(=O)NC(c2ccc(F)cc2)C1=O)NC1CCCCC1 (configuration not stated)	1%	-14%	0%	8%	i	·	9%	i	0%
C/C(NC(=O)c1ccccc1F)=C1\C(=O)C[C@@H]2[C@H]1C2(C)C	-1%	-2%	11%	?	i	-15%	-11%	-25%	-5%[9.22 µM]
O=C(CCNC(=O)c1ccc(Br)cc1)NCc1ccccn1	-1%	-9%	-2%	6%	i	9%	11%	i	0%
CCOC(=O)CCc1c(C)c2ccc(OCC(=O)N(CC)CC)c(C)c2oc1=O	0%	-6%	1%	1%	i	·	7%	-20%	11%
Cc1ccc(OCC(=O)Nc2cccc(-c3nc4ccccc4o3)c2C)cc1C	·	-4%	·	10%	·	-14%	6%	i	-17%
Cc1ccc(S(=O)(=O)c2ccc(Cl)cc2)cc1S(=O)(=O)N1CCN(C)CC1	0%	4%	0%	-4%	i	15%	-13%	i	4%

Next part:
Compound	MmCpn inh	GLP1R cytotox	aSyn rescue	GLP1R inv ag	Akt phos inh	FUS yeast rescue	TDP43 rescue	PTHR1 ag	Abeta rescue
O=C(NC1CC(=O)N(c2ccc(F)cc2)C1)C1CCCCC1 (configuration not stated)	·	-4%	·	0%	·	5%	18%	i	-9%
CCc1ccc(-c2nc(CSCC(=O)N3CCN(c4ccccn4)CC3)c(C)o2)cc1	-1%	-20%	10%	0%	i	18%	14%	-19%[57.5 µM]	-15%
CN(C)c1ccc(CNS(=O)(=O)c2ccc3[nH]c4c(c3c2)CCCCC4)cc1	·	-14%	-1%	?	·	-1%	0%	i	-9%
COc1ccccc1C1(O)C(=O)Nc2ccccc21 (configuration not stated)	-2%	-3%	-1%	9%	i	6%	-10%	i	-5%
Cc1ccc(C(=O)NNC(=O)c2cccnc2SCc2cccc([N+](=O)[O-])c2)cc1	1%	6%	-5%	1%	i	·	-7%	i	-3%
Cc1ccc(S(=O)(=O)N2CCN(C(=O)COC(=O)Cc3ccc(F)cc3)CC2)c(C)c1	1%	1%	0%	-6%	i	23%	0%	i	4%
CCCC(=O)NC(c1ccccc1Cl)c1c(O)ccc2ccccc12 (configuration not stated)	2%	?	5%	7.1µM*	i	4%	2%	-39%[inhibitor]	28%
COc1cccc(/C=N/Nc2nc3ccccc3n3cnnc23)c1O	0%	2%	0%	?	i	·	18%	i	6%

An excerpt from above with just Abeta rescue, FUS yeast rescue and MmCpn inh:
canonical_smiles	Abeta rescue	FUS yeast rescue	MmCpn inh
Cc1ccc(S(=O)(=O)N2CCN(C(=O)COC(=O)Cc3ccc(F)cc3)CC2)c(C)c1	4%	23%	1%
COc1cccc(/C=N/Nc2nc3ccccc3n3cnnc23)c1O	6%	·	0%

Assay outcomes deposited in PubChem by National Center for Advancing Translational Sciences (NCATS).
